Source: PubChem BioAssay
LYPLA2 inh – counter-screen for PME1 inhibitors: inhibitors of human LYPLA2. hit rate 0.38% among 320,000. inhibition, % at 5.9 µM. AID 2177. O95372. recombinant LYPLA2, FP-Rh probe fluorescence polarization;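 active = inhibition above the screen-wide mean plus 3 SD, limit set per campaign, cut at about 26% in these data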;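 also: 0% = LYPLA2 with DMSO and 100% = wells lacking LYPLA2 enzyme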
Target sequence (O95372 whole entry, looked up): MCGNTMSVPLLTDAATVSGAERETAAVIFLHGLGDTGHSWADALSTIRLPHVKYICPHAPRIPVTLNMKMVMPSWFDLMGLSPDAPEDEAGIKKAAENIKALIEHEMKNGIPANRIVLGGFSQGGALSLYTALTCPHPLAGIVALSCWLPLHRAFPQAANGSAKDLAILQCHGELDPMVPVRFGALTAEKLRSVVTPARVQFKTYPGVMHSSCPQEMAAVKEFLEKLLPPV
JMJD2C inh – human JMJD2C demethylase inhibition; GST-JMJD2C(1-420) H3K9me3 demethylation, DELFIA europium; inhibition, % at 2.35 µM; hit rate 0.069% among 330,000;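 active = more than half of a compound's replicate wells show inhibition beyond 50%, single wells judged on their own value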;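 also: signal counts dimethyl H3K9 product captured on neutravidin plate; 0% = median of DMSO wells and 100% = 0.3 times that DMSO median; strong numbers were not always called active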
Target sequence (Q9H3R0 1-420 limits assumed): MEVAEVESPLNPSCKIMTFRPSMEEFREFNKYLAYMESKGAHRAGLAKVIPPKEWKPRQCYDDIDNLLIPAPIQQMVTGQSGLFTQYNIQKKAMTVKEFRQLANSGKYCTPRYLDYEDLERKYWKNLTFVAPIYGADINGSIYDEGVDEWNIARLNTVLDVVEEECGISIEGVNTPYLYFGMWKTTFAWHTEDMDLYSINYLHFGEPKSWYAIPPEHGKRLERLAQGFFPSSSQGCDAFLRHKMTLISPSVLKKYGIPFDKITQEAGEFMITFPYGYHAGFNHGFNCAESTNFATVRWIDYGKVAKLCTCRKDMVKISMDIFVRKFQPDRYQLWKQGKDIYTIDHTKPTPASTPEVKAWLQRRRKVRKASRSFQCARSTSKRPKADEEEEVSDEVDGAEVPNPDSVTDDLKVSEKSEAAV
CTSL1 counter – cathepsin L1 inhibition, PFM18AAP counter-screen; recombinant F. hepatica cathepsin L1, Z-Leu-Arg-MCA fluorescence; inhibition, % at 5.96 µM; hit rate 0.49% among 300,000;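 active = inhibition above the mean of all tested compounds plus 3 SD, set per screening campaign, cut at about 17% in these data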;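 also: 0% = plate median of test compound wells and 100% = 1 µM Z-Phe-Ala-diazomethylketone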
PREPL inh – human PREPL enzyme inhibition. Q4J6C6. recombinant PREPL, fluorescence polarization activity-based probe. inhibition, % at 5.96 µM. hit rate 0.68% among 320,000. AID 2751; in the data active = inhibition above about 43%;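 also: 0% = enzyme with DMSO and 100% = wells lacking enzyme; many of its hits are not listed in these tables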
PP1 counter – PP1-alpha (human) inhibition in PP5 counter-screen. P62136. purified PP1alpha, OMFP fluorescence. inhibition, % at 6.7 µM. hit rate 0.9% among 320,000;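 active = inhibition above the mean inhibition of all tested compounds plus 3 SD, computed separately for each screening campaign, cut at about 15% in these data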
Target sequence (P62136 whole entry, looked up): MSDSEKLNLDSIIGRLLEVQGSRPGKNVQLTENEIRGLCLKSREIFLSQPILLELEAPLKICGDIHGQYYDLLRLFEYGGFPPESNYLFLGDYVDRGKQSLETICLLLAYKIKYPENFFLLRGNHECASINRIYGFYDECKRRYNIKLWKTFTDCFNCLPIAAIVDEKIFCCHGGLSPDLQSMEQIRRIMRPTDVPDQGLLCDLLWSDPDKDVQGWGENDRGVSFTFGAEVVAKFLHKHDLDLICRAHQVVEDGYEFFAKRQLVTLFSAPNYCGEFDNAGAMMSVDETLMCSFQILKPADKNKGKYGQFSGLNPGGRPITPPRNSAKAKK
PP5 inh – PP5 (human) phosphatase inhibition. purified PP5c, OMFP substrate fluorescence. inhibition, % at 6.7 µM. hit rate 0.18% among 320,000. AID 1987;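 active = inhibition above the campaign's mean inhibition across all tested compounds plus 3 SD, cut at about 9.5% in these data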;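 also: 0% = DMSO only and 100% = 100 µM cantharidin control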
TPT1 inhibitor – blocks Candida albicans tRNA 2'-phosphotransferase | inhibition, % at 5 µM | recombinant caTPT1, FP RNA substrate dephosphorylation | hit rate 0.81% among 300,000 | AID 1962;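 active = inhibition above the mean of all tested compounds plus 3 SD, set per screening campaign, cut at about 24% in these data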;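 also: plate controls were DMSO alone for no effect and ferristatin control at 100 nM for full effect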
Efflux pump mplx – blocks antifungal efflux pumps in multiplex yeast assay; hit rate 0.44% among 330,000; S. cerevisiae Candida pump triplex, Nile Red efflux; inhibition, % at 10 µM;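 active = plate passing quality check with inhibition over a set limit, or well fluorescence over plate mean plus 4 SD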;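 also: Nile Red retained in pooled yeast measured as flow cytometry median fluorescence; 0% = buffer negative control and 100% = Enniatin B positive control; higher means more Nile Red kept so more efflux inhibition; some compounds called inactive have numbers as strong as hits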
HCV core dimer – blocks dimerization of HCV core protein | TR-FRET GST/Flag-core106 dimerization, 1536-well | inhibition, % at 5 µM | hit rate 0.33% among 300,000;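 active = inhibition above the mean of all tested compounds plus 3 SD, set per screening campaign, cut at about 45% in these data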
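assay system = GST-tagged and Flag-tagged HCV core protein residues 1-106 | controls = unlabelled core106 and no-GST-core106 wells | incubation = compound-protein-antibody incubation 4 h at 22.5 °C | probe or stimulus = Eu donor and XL665 acceptor anti-tag antibodies | read-out = % inhibition based on acceptor/donor emission ratio | signal = TR-FRET 671 and 617 nm emission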
Starred values were filed as active, the others as inactive; · = no result given; + = active, no number; & = joins results of further samples. Some of the compounds tested; rates above refer to the full screens.

SMILES	LYPLA2 inh	JMJD2C inh	CTSL1 counter	PREPL inh	PP1 counter	PP5 inh	TPT1 inhibitor	Efflux pump mplx	HCV core dimer
CCNC(=O)C1(c2ccccc2)CCCC1	-3	4	-2	-2	-2	-1.6	2	0.0	-12
CCCn1c(SCC(=O)N(C)CC(=O)Nc2ccc(C)cc2)n[nH]c1=O	3	6	·	5	-3	-2.9	·	0.0	·
CCCCn1c(N)c(N(CC(C)C)C(=O)c2cnc(C)cn2)c(=O)[nH]c1=O	8	0	-4	-3	-1	3.5	-3	-0.1	-4
O=C(Nc1ccccc1F)C1C2C=CC3(O2)C1C(=O)N(c1cccnc1)C3C(=O)NC1CCCCC1 (configuration not stated)	2	-5&5	2	-6	0	2.7	0	-0.3	1
CCS(=O)(=O)N1Cc2ccccc2CC1C(=O)Nc1ccc(OC)cc1OC (configuration not stated)	-4	-10	1	7	2	-0.5	-2	-0.1	12
CC(=Nc1cccc(C)c1)c1sc2ccccc2c1O	0	-1	3	26	-2	1.4	42*	-0.1	-1
CCCCNc1cc(C)nc(NCc2ccccc2)n1	-3	6	0	-1	1	-1.0	-3	0.1	-6
Cc1ccc(NS(=O)(=O)c2cccc(C(=O)n3ncc(C#N)c3N)c2)c(C)c1	5	-38	-3	-5	-2	-1.1	-2	-0.1	-5
O=C(NC(=S)Nc1ccc(CN2CCOCC2)cc1)c1ccccc1[N+](=O)[O-]	-2	13	3	3	-1	-0.3	3	0.0	3
Cc1ccccc1-c1cc(C(=O)NCc2ccco2)n(CC2CC(c3cccnc3)=NO2)n1 (configuration not stated)	-1	-1	·	5	-1	0.7	·	-0.1	·
CCN1CCCC1CNC(=O)c1cc2c(-c3cccc(OC)c3)nn(C)c2s1 (configuration not stated)	-10	-5	4	-41	0	-1.8	2	0.1	-6
CC12c3ccccc3C(c3ccccc31)C1C(=O)N(c3cccnc3)C(=O)C12 (configuration not stated)	8	-2	0	3	1	3.5	-4	-0.2	-11
N#CCCn1cc(/C=C(\C#N)c2nc3ccccc3s2)c(-c2ccc(F)cc2)n1	3	-6	4	0	5	0.7	14	0.5	8
O=C(Nc1ccnn1C1CCN(C(=O)c2ccc(C(F)(F)F)cc2)CC1)C1CC1	0	7	3	11	-4	0.9	-1	-0.1	-13
CCCC1Cc2c(sc(N)c2C#N)CO1 (configuration not stated)	7	-8	-4	8	1	0.5	2	0.0	-1
O=C(NCC1CCCO1)C(c1ccccn1)N(Cc1ccccc1Cl)C(=O)CN1C(=O)c2ccccc2S1(=O)=O (configuration not stated)	-11	-7	-2	-6	-3	-0.1	2	0.1	9
O=C(COC(=O)c1cccc([N+](=O)[O-])c1)c1ccc(OCc2ccccc2)cc1	18	17	5	1	-3	-2.0	-22	-0.5	-5
CC(C)C1N=C(c2ccc3c(c2)OCO3)CC(c2ccccc2O)N1 (configuration not stated)	7	1	-2	2	-1	2.1	-2	-0.1	0
CC(C)CC(=O)Nc1c2c(nn1-c1ccc([N+](=O)[O-])cc1)CS(=O)(=O)C2	6	3	0	15	-2	-1.1	-1	0.0	-2
COc1ccccc1OCCCCCNCCO	7	-4	-2	2	-5	1.4	2	0.2	-3

Ordered by number of heavy atoms (low to high): part of the list above.
SMILES	LYPLA2 inh	JMJD2C inh	CTSL1 counter	PREPL inh	PP1 counter	PP5 inh	TPT1 inhibitor	Efflux pump mplx	HCV core dimer
CCCC1Cc2c(sc(N)c2C#N)CO1 (configuration not stated)	7	-8	-4	8	1	0.5	2	0.0	-1
CCNC(=O)C1(c2ccccc2)CCCC1	-3	4	-2	-2	-2	-1.6	2	0.0	-12
CCCCNc1cc(C)nc(NCc2ccccc2)n1	-3	6	0	-1	1	-1.0	-3	0.1	-6
CC(C)C1N=C(c2ccc3c(c2)OCO3)CC(c2ccccc2O)N1 (configuration not stated)	7	1	-2	2	-1	2.1	-2	-0.1	0
CCCn1c(SCC(=O)N(C)CC(=O)Nc2ccc(C)cc2)n[nH]c1=O	3	6	·	5	-3	-2.9	·	0.0	·
CCS(=O)(=O)N1Cc2ccccc2CC1C(=O)Nc1ccc(OC)cc1OC (configuration not stated)	-4	-10	1	7	2	-0.5	-2	-0.1	12
O=C(Nc1ccnn1C1CCN(C(=O)c2ccc(C(F)(F)F)cc2)CC1)C1CC1	0	7	3	11	-4	0.9	-1	-0.1	-13
Cc1ccccc1-c1cc(C(=O)NCc2ccco2)n(CC2CC(c3cccnc3)=NO2)n1 (configuration not stated)	-1	-1	·	5	-1	0.7	·	-0.1	·
O=C(Nc1ccccc1F)C1C2C=CC3(O2)C1C(=O)N(c1cccnc1)C3C(=O)NC1CCCCC1 (configuration not stated)	2	-5&5	2	-6	0	2.7	0	-0.3	1
O=C(NCC1CCCO1)C(c1ccccn1)N(Cc1ccccc1Cl)C(=O)CN1C(=O)c2ccccc2S1(=O)=O (configuration not stated)	-11	-7	-2	-6	-3	-0.1	2	0.1	9

Next records follow.
SMILES	LYPLA2 inh	JMJD2C inh	CTSL1 counter	PREPL inh	PP1 counter	PP5 inh	TPT1 inhibitor	Efflux pump mplx	HCV core dimer
COc1ccc(/C=N/N2CCN(c3ccccc3OC)CC2)cc1Br	6	-5	2	1	0	2.0	0	-0.1	-4
Cn1c(N/N=C2\CCCc3ccccc32)nc2c1c(=O)n(Cc1ccccc1)c(=O)n2C	1	-2	0	15	1	3.6	-2	-0.2	-14
Cc1nn(C)cc1/C=N/NC(=O)c1sc2ccccc2c1Cl	-5	5	3	7	-1	0.4	-3	0.0	4
CC1CCC(C(C)C)C(OC(=O)C[n+]2cc(-c3ccc(Cl)cc3)n3c2CCC3)C1 (configuration not stated)	-2	-2	6	33	4	-0.1	-4	0.1	-6
O=C(O)/C=C/c1coc2ccccc2c1=O	0	-29	-2	11	1	2.2	-2	-0.2	2
COc1ccc(C)cc1NC(=O)CC(NC(C)=O)c1ccccc1 (configuration not stated)	9	2	1	-2	3	0.7	0	0.1	-2
O=C(CSc1nc2nccnc2c(=O)n1Cc1cccs1)Nc1ccccc1F	13	-3	-1	11	4	4.4	2	0.7	-10
CCNc1nc(NCC)nc(Oc2ccc(OCc3ccccc3)nn2)n1	2	9	-3	-4	-1	-1.1	1	0.2	-1
CCOC(=O)/C=C1\SCC(=O)N1CC(=O)Nc1ccc(C(C)C)cc1	0	-2	1	18	5	0.6	-6	-0.1	-4
CC(C)(C)c1ccc(OCCCC(=O)N2CCOCC2)cc1	2	2	3	4	-2	1.4	-2	-0.3	12
O=C(NC(N1CCCCCC1)C(Cl)(Cl)Cl)c1ccccc1Cl (configuration not stated)	-3	0	0	-2	-3	1.1	-3	-0.5	-5
COc1ccc(C(=O)N/N=C/c2ccc(N3CCOCC3)o2)cc1OC	7	-40	2	-1	-1	0.3	4	0.2	-28
Cc1ccc(Cl)cc1N1CCN(S(=O)(=O)c2c(C(=O)N3CCOCC3)c(C)n(C)c2C)CC1	-3	6	-4	18	-3	2.3	2	0.2	-14
Cc1ccc(C)c(OCC(=O)NCC2COc3ccccc3O2)c1 (configuration not stated)	5	7	·	-21	-2	3.3	·	-0.2	·
COc1ccccc1NC(=O)NC1(C(=O)N2CCN(C)CC2)CCCCC1	3	-5	-3	6	0	1.4	-2	0.1	-12
COc1ccc(CCN(C(=O)c2cccc(F)c2)C2CC(=O)N(c3ccccc3)C2=O)cc1 (configuration not stated)	12	4	0	3	-2	0.1	-4	0.0	-5
NC(=O)c1cc([N+](=O)[O-])ccc1NCc1ccc(N)cc1	20	12	3	-4	-3	0.2	0	-0.1	-2
CCOC(=O)c1[nH]c(C)c(C(=O)OCc2ccccc2F)c1C	-1	-7	3	5	-2	1.1	-4	-0.5	3
CCOC(=O)CS(=O)(=O)c1ccc2ccccc2c1	9	-5	-3	-13	-4	-0.2	-5	0.0	1
Cc1ccccc1OCC(=O)NCC(=O)OCC(=O)c1ccc2ccccc2c1	3	-1	-21	-43	5	-1.2	1	-0.1	0
CCC(C)NC(=O)CN(c1cc(C)ccc1OC)S(C)(=O)=O (configuration not stated)	-3	17	-5	-10	-5	2.4	1	0.1	-8
Cn1ncc(Cl)c1C(=O)N/N=C/c1ccccn1	5	10	-2	-5	-3	-0.9	-2	-0.1	-4
O=C(CN1CCN(Cc2ccc(Cl)cc2)CC1)N/N=C/c1ccccc1F	2	8	-1	9	0	3.4	-2	-0.1	7
Cc1ccc(S(=O)(=O)CCC(=O)Nc2ccccc2Cl)cc1	0	9	-1	-6	1	-0.7	-1	0.1	2
CCOC(=O)CSC1=C(C#N)C(c2ccccc2C)C2=C(CCCC2=O)N1 (configuration not stated)	11	2	-3	-2	-4	0.3	-5	0.0	-7
CC(C)c1ccccc1NC(=S)NC(C)c1ccccc1 (configuration not stated)	-2	7	2	6	-2	-3.6	-3	-0.2	0
C=CCn1cc(C(=O)N2CCN(C)CC2)c(=O)c2cc(S(=O)(=O)N3CCCC3)ccc21	0	7	2	6	-7	-0.2	2	0.2	-2
COc1ccc(NC(=O)/C(C#N)=C\c2ccc(N3CCOCC3)o2)cc1	1	-65	10	19	2	6.3	+	0.7	-33
CCCn1c(SCC(=O)NC2CC2)nnc1-c1ccccn1	0	-7	-3	1	5	-1.4	-4	0.1	-12
Cc1cc(C)cc(N(C(=O)c2sc(C)nc2C)C(C(=O)NC(C)(C)C)c2ccncc2)c1 (configuration not stated)	6	-2	11	8	-2	-1.1	-3	-0.1	-4
O=C(CC1C(=O)NCCN1Cc1ccc(Cl)c(F)c1)NC1CCCCC1 (configuration not stated)	6	3	2	7	1	0.8	-4	-0.1	7
CC1CN(C(=O)c2ccccc2OCc2ccc(Cl)cc2Cl)CC(C)O1 (configuration not stated)	4	3	·	18	-3	-0.9	·	0.2	·
Cc1cc(-c2nn(-c3ccccc3F)cc2CN2CCCC(C(N)=O)C2)c(C)s1 (configuration not stated)	2	-7	-2	-4	-4	-0.3	-1	0.0	0
Cc1cc(C(=O)Nc2ccc3c(c2)CCC3)ccc1[N+](=O)[O-]	-6	1	1	4	-5	4.4	0	0.1	-6
Cc1cccc(NC(=O)CSc2nnc(C3CC3)n2CC2CCCO2)c1C (configuration not stated)	0	2	3	-3	-3	0.1	-3	-0.2	9
CCOc1ccc(OCC(=O)OCC(=O)N2CCN(C(=O)c3ccco3)CC2)cc1	8	-6	-4	4	13	-0.4	-3	-0.1	-4
COc1ccc(-c2cc(-c3ccccc3)c(C#N)c(SCC(=O)O)n2)cc1	-1	2	6	-5	-2	0.4	1	0.0	26
CCC(=O)N/C(=N/c1nc(C)cc(C)n1)Nc1cccc(OC)c1	-1	-33	0	6	-4	0.0	1	-0.1	1
CCOC(=O)C(=CNNc1cccc(Cl)c1)C(=O)OCC	7	9	-1	2	-2	-2.5	-3	-0.1	-3
